mcGAS RapidFire: mouse cGAS inhibition by mass spec | Q8C6L5 | recombinant mouse cGAS, cGAMP by RapidFire MS | inhibition, % at 12.5 µM | 130,000 compounds, 0.18% hits | AID 1259397;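 active means inhibition of cGAS enzyme activity at or above 60%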;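 further: enzyme stimulated by 45 bp dsDNA with ATP and GTP substrates; cGAMP share of summed cGAMP plus half ATP and half GTP signals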
Target sequence (Q8C6L5 whole entry, looked up): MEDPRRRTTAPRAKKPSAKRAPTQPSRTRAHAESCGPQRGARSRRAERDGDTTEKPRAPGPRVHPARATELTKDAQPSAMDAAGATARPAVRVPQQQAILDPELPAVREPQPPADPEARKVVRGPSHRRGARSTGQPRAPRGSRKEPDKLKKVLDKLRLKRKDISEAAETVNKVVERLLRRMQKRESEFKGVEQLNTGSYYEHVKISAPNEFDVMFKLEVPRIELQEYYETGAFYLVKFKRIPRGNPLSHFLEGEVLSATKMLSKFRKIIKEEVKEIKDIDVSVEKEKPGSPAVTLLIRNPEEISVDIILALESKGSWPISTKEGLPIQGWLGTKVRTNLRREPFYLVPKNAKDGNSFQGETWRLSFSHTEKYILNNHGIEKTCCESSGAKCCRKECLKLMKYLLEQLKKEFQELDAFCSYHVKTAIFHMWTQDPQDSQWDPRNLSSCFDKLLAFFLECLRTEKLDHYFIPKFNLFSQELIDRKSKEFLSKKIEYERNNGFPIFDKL
Active calls of the source: *; & = joins results of further samples. Not all compounds are listed. The share of hits here may be higher or lower than overall.

SMILES	mcGAS RapidFire
CN(C)Cc1ccc(C(=O)NC2CCCN(C3CCCCCC3)C2)o1 (centres undefined)	-1
Cc1nc(C)c(C(=O)NC2C(C)CN(Cc3ccccc3)CC2C)o1 (centres undefined)	-5
COCCn1ccc2c(cnc3nc(SC)nn32)c1=O	-5
CN1CCC(C)(CNC2CSCCSC2)C1 (centres undefined)	-6
O=C(CCc1cccs1)NCC(O)c1cccc(C(F)(F)F)c1 (centres undefined)	-10
O=C(O)c1sc(Cl)cc1/C=C\c1ccccc1	-6
c1ccc(NCc2cn3ccccc3n2)cc1	-4
COCCC(=O)N1CCC(C(=O)Nc2cccc(-c3nnc(C)s3)c2)CC1	-1
CSCCC(NC(N)=O)C(=O)NCc1cccc(N2CCOC2=O)c1 (centres undefined)	-5
CC(Cc1c(F)cccc1F)NC(=O)NCC(=O)NCc1ccco1 (centres undefined)	2
CCCCCN=c1ccn(Cc2ccccc2)c2ccccc12	-10
COC(=O)c1cc(-c2cccs2)nc2c1c(-c1ccco1)nn2C1CCS(=O)(=O)C1 (centres undefined)	-10
Cc1sc(NC(=O)C2=COCCO2)c(-c2nc3ccccc3s2)c1C	-8
CCOC(=O)c1cc2cc([N+](=O)[O-])cc(OC)c2oc1=O	-3
CSc1cccc(CN2CCCC(C(=O)Nc3cccc(-n4cccn4)c3)C2)c1 (centres undefined)	-2
CC1(C(=O)NS(=O)(=O)c2ccc3c(c2)CCO3)CCN1C(=O)CCC1CCCC1 (centres undefined)	-4
Cn1cc(Br)c(C(=O)Nc2nc3ccc4ccccc4c3s2)n1	-3
CN1c2ccc([N+](=O)[O-])cc2CC(C#N)(C#N)C12CCCCC2	2
CC1=CC(C)(C)Nc2ccc(C)cc21	-8
COCCn1c(SCCn2cccn2)nc2cc(Cl)ccc2c1=O	0
N#Cc1ccccc1Cn1c(NCCO)nc2ccccc21	-1
C=CCOn1c(=O)c(-c2cccc(C(F)(F)F)c2)[n+]([O-])c2ccccc21	-5
C#CC(CC)(CC)NC(=O)CN(Cc1ccccc1F)C1CC1	4
CN(CC(=O)Nc1ccccc1Cl)Cn1nc(C2CCCCC2)oc1=S	-4
c1ccc(CSc2nncn3c2cc2sccc23)cc1	-2
Cc1ccccc1-n1cnnc1SCC(=O)NC(C)C	-7
CCOc1cccc(C=NNC(=O)c2cc(-c3ccco3)[nH]n2)c1O	-2
Cc1cc(O)c(C(=O)C=Cc2cc(C(=O)O)cc3c2OCOC3)cc1C	-2
CC(C)(C)c1ncsc1NC(=O)N1CCCC1C1CCCCC1 (centres undefined)	-10
CCSc1nnc(NC(=O)c2cnccn2)s1	-34
CCCn1nnc(NC(=S)NC(=O)c2cc3ccccc3o2)n1	-4
C#CCn1c(O)c(N=NC(=O)CNC(=O)c2ccc(C(C)(C)C)cc2)c2ccccc21	-7
CC(C)NC(=O)C1CCCN(C2CCN(C3Cc4ccccc4C3)CC2)C1 (centres undefined)	-7
COc1cc(-c2cnc(Nc3ccc(NS(=O)(=O)c4ccc(C)cc4)cc3)cn2)cc(OC)c1OC	-8
COc1ccc(S(=O)(=O)N(CCN2CCOCC2)c2ccccc2)cc1Cl	5
Cc1ccc(-c2n[nH]c(=S)n2CC(=O)N=c2sccn2Cc2ccccc2F)cc1	-7
O=C(Nc1ccc(F)cc1)C(=O)Nc1ccccc1[N+](=O)[O-]	-5
CC1(C(=O)NS(=O)(=O)c2ccc3c(c2)CCO3)CCN1C(=O)COc1ccc(Cl)cc1 (centres undefined)	-8
O=C(O)c1cc(Cl)c(Cl)nc1Cl	-7
CCN(CC)C(=O)c1cc2c(OC(F)F)cccc2[nH]1	-20
CC(C)c1nnsc1CNC(=O)C1CC(=O)N(Cc2ccccn2)C1 (centres undefined)	2
O=C(CC1C=CCC1)Nc1nc2c(Cl)c(Cl)ccc2s1 (centres undefined)	4
Cc1cc(C(=O)N2CCN(C3CCCC3O)CC2)c2[nH]ncc2c1 (centres undefined)	-52
O=C(c1ccco1)N1CCN(C(=O)c2cc3c(=O)n4ccccc4nc3s2)CC1	0
Cc1cc(C)nc(Nc2n[nH]c(Cc3ccccc3)n2)n1	-6
CCN(CC)C(CNC(=O)c1oc2c(c1C)C(=O)CCC2)c1ccccc1 (centres undefined)	-9
Cc1nc2c(-c3ccc(F)cc3)c(C)[nH]n2c(=O)c1Cc1ccccc1	1
CC1CN(C(=O)c2cccc(S(=O)(=O)N3CCCCC3)c2)CC(C)O1 (centres undefined)	0
COc1cc(OC)cc(-n2nnnc2CN(C)CC2CCC2)c1	-8
Brc1ccc(OCCOc2cccc(-n3cnnn3)c2)cc1	-7
CC(C)CC1COCCN1C(=O)c1ccsc1 (centres undefined)	-9
Cc1cc(C=CC(=O)N2CCC(C)CC2)c(C)n1-c1ccnn1C(C)C	-7
Cc1ccc(CN(C)Cc2nc(Cc3cccc(F)c3)no2)o1	-3
CC(NCc1nnc(-c2cccc(Br)c2)o1)c1cccc(F)c1 (centres undefined)	-2
CC(C)N(Cc1cnn(C)c1)C(=O)c1ccc(OC2CCN(C(=O)C3CC3)CC2)cc1	-9
CCN(CC)CCOc1ccc(C(=C(Cl)c2ccccc2)c2ccccc2)cc1	-1
O=C(O)CN1C(=O)/C(=C\c2ccc(OCc3cccc4ccccc34)cc2)SC1=S	4
CSc1ccc(NC(=O)CCN2CCCC2=O)cc1Cl	-5
Cc1ncsc1CCN(C)Cc1ccccc1C(=O)O	-16
O=C(CCN1CCSC1=O)Nc1ccc2c(c1)Cc1ccccc1-2	-9
(next part)
SMILES	mcGAS RapidFire
CC(=O)C(C)n1c(=O)c2c(nc3n(-c4ccc(C)cc4)c(C)cn23)n(C)c1=O (centres undefined)	-2
COCC(C)NC(=O)C=Cc1nc2ccccc2s1 (centres undefined)	-6
CCS(=O)(=O)N(C)C1CCN(C(=O)c2cc(C)cc(C)c2)CC1	-58
CC(C)n1nc(C(=O)NN2CCOCC2)c2ccccc2c1=O	-1
CS(=O)(=O)N1CCC(C(=O)OCc2cc(-c3ccccc3F)on2)CC1	-3
CN(Cc1cnn(C)c1)C(=O)c1cn(C(c2ccccc2)c2ccccc2)nn1	-11
CC(OC(=O)CC(C)(O)C(F)(F)F)C(=O)N1CCOCC1 (centres undefined)	-6
Cc1ccc(C(=O)NCCc2nc(C(C)(C)C)cs2)cn1	-12
COCCOC1CCCN(C(=O)c2ccccc2C)C1 (centres undefined)	-8
Cc1ccc(F)cc1NC(=O)CN(C)C(=O)c1ccco1	-11
Cc1ccc(NC(=O)Cn2cnc3ccsc3c2=O)cc1I	8
COC(=O)CNC(=O)c1cccc(OC2CCN(C(=O)C3CC3)CC2)c1	-8
O=C(c1cn(-c2ccccc2)nn1)N1CCN(c2cnccn2)CC1	-12
CN(C)C1(CNC(=O)C23CC4CC(CC(Cl)(C4)C2)C3)CCCCC1	0
CCOC(=O)C1=C(C)NC2=C(C(=O)CCC2)C1c1ccc(C(=O)OC)cc1 (centres undefined)	-3
Cc1cccn2c(=O)nc(SCC(=O)NCC3CCCO3)nc12 (centres undefined)	-3
CCC(=O)O[C@]1(C(=O)CCl)[C@@H](C)CC2C3CCC4=CC(=O)C=C[C@]4(C)[C@@]3(F)[C@@H](O)C[C@@]21C (some centres undefined)	-14
CCCNC(=O)C1(C)CCN(Cc2ccc(C(=O)OCC)cc2)C1 (centres undefined)	0
CC(NC(=O)N(C)C(C)C1CC1)c1ccc2ccccc2c1 (centres undefined)	-13
CC(NC(=O)N1CCC2(C1)OCCO2)c1ccc(F)cc1Cl (centres undefined)	-5&-1

Reformatted with bars between the fields: 5 of the compounds above
SMILES | mcGAS RapidFire
Cc1cccn2c(=O)nc(SCC(=O)NCC3CCCO3)nc12 (centres undefined) | -3
CCC(=O)O[C@]1(C(=O)CCl)[C@@H](C)CC2C3CCC4=CC(=O)C=C[C@]4(C)[C@@]3(F)[C@@H](O)C[C@@]21C (some centres undefined) | -14
CCCNC(=O)C1(C)CCN(Cc2ccc(C(=O)OCC)cc2)C1 (centres undefined) | 0
CC(NC(=O)N(C)C(C)C1CC1)c1ccc2ccccc2c1 (centres undefined) | -13
CC(NC(=O)N1CCC2(C1)OCCO2)c1ccc(F)cc1Cl (centres undefined) | -5&-1

Quoted at random: two compounds from above
SMILES	mcGAS RapidFire
CC(NC(=O)N1CCC2(C1)OCCO2)c1ccc(F)cc1Cl (centres undefined)	-5&-1
COc1ccc(S(=O)(=O)N(CCN2CCOCC2)c2ccccc2)cc1Cl	5

Going on with the list.
SMILES	mcGAS RapidFire
O=C(NCc1ccco1)c1csc(Nc2ccc(OC(F)F)cc2)n1	-6
N#Cc1c(N)cc(N)[nH]c1=S	-9
CC(C)C(Sc1nnc(N(C)C)s1)C(=O)N(C)C1CCCCC1 (centres undefined)	-5
Ic1ccc(-c2csc(NC3CC3)n2)cc1	11
CC(C)CN(C1CCS(=O)(=O)C1)S(=O)(=O)c1ccc(C(C)(C)C)cc1 (centres undefined)	-9
Cc1ccsc1[C@@H]1CCN(Cc2cccnc2N)C[C@H]1O	6
CCCNC(=O)C1(C)CCN(Cc2ccc(OC)c3ccccc23)C1 (centres undefined)	2
O=S(=O)(NCc1ccc(N2CCOCC2)nc1)c1cc(Cl)cc(Cl)c1	7
O=c1c2c(-c3ccc(Cl)cc3)csc2ncn1Cc1cc(=O)n2cc(Cl)ccc2n1	-11
CCOc1ccccc1CNc1[nH]c(=O)n(C)c(=O)c1[N+](=O)[O-]	-3
COc1ccc(CN(C)C(=O)CCn2[nH]c(=O)ccc2=O)cc1F	1
O=C1Nc2cc(Cl)ccc2C1=Cc1cc(Br)ccc1F	-6
Cc1ccc(CN2CCN(C3CCN(c4ccc5c(c4)OCO5)CC3)CC2CCO)o1 (centres undefined)	-6
Cc1csc2nc(CSc3n[nH]c(-c4ccc(Cl)cc4)n3)cc(=O)n12	-1
Cc1cc(F)ccc1CN(Cc1cccnc1)C1CCN(C)CC1	3
COc1cccc(-n2nnc3c(=O)n(CC(=O)c4ccccc4)cnc32)c1	4
Cc1ccc(Cl)cc1Nc1nc(N)c(C#N)c(CC#N)c1C#N	4
O=C1CCCc2occ(C(=O)N3CCc4[nH]nc(Cc5ccccc5)c4C3)c21	-14
CCC(CNC(=O)c1ccn(C)c(=O)c1)Oc1cccc(C)c1 (centres undefined)	-1
O=C(C=Cc1ccc(N2CCCC2=O)cc1)Nc1ccccc1	1
O=C(O)c1c(NC(=O)C2CCCCC2)sc2c1CCC2	20
Cc1ccc(-n2c(C)cc3c2CCC(C=O)=C3Cl)cc1	-12
O=C(c1ccc[nH]1)N1CCc2ccc(S(=O)(=O)N3CCCC3)cc21	-2
CC(C)c1nc(C(N)=O)c2[nH]c(=O)n(-c3ccc(Cl)c(Cl)c3)c2n1	-2
N#Cc1cccc(CN2CCN3C(C(=O)NC4CCc5ccccc54)=COC3=NC2=O)c1 (centres undefined)	-10
C=CCn1c(SCc2cc(=O)n3ccsc3n2)nc2sc(C)c(C)c2c1=O	-4
Cc1cnn(-c2ccccc2)c1NC(=O)C1CC2CCC1O2 (centres undefined)	-13&1
Cc1c(C(=O)NCc2ccc(C(F)(F)F)cc2)sc(=O)n1Cc1cccc(F)c1	-4
c1ccc(COc2ccccc2-n2cnnc2)cc1	0
COc1ccc(OCCOc2ccccc2C#N)cc1	-3
CCOC(=O)C1=C(CC)NC2=C(C(=O)CC(C)(C)C2)C1c1ccccc1 (centres undefined)	3
Nc1c(C(=O)C2CC2)sc2nc3c(cc12)CCCC3	2
Cc1ncsc1CCC(=O)N(C)C1CCCN(C2Cc3ccccc3C2)C1 (centres undefined)	-3
COCc1cc(CNC(=O)[C@H](N)c2ccccc2)[nH]n1	-19
Cc1nonc1CN(C)C(=O)CCNC(=O)c1ccccc1F	-14
Cc1cccc(NS(=O)(=O)c2c(Cl)cccc2Cl)c1	-7
CCC(=O)NCc1ccccc1-c1ccnc2c1ccn2C	-5
CN1CCCC(N2CCN(CC(=O)N(C3CCCC3)C3CC3)CC2)C1 (centres undefined)	-13
Cc1nc(CN2CCN(C(=O)c3cn(CCCc4ccccc4)nn3)CC2)cs1	-6
O=C(c1cccc(-c2cc3ccccc3oc2=O)c1)N1[C@H]2CCNC[C@@H]1CC2	-12
CCn1ncnc1-c1c(-c2ccccc2)ncn1CCc1nc(C(C)C)no1	-11
CCCN(Cc1cnn(C)c1)S(=O)(=O)/C=C/c1ccccc1	-11
Cc1ccc(F)cc1NC(=O)N1CCCC(O)(CN(C)C)CC1 (centres undefined)	-11
CCCc1n[nH]c(=S)n1CC(=O)NCc1ccc(N2CCCCC2)nc1	4
CN(Cc1nc2ccccc2s1)C(=O)CCc1nnc(CCc2c[nH]c3ccccc23)o1	-13
O=C(CNC(=O)c1ccccc1F)Nc1nc(-c2cccs2)cs1	-18
CN1CC2(CCN(C(=O)CCNC(=O)c3ccc(F)cc3)C2)OC1=O (centres undefined)	-18
CCc1ccc(CN2CCCC(c3n[nH]c(=O)n3-c3ccccc3)C2)nc1 (centres undefined)	2
O=C(C1CCC(O)CC1)N1CCCC(CCc2ccc(F)cc2)C1 (centres undefined)	8
CCC(CC)n1ncc(C)c1NC(=O)C(=O)c1ccco1	-9
c1cc(CNc2cc(-c3cc(N4CCCCC4)ncn3)c3cc[nH]c3n2)ccn1	-25
CCNC(=O)C1(C)CCCN(Cc2nccs2)C1 (centres undefined)	-3
OCC#CCSc1ncnn1-c1ccccc1	1
O=C(COC(=O)C=Cc1ccc(I)o1)NCc1ccco1	-1
Cc1cccc(-c2nc(N)nc3c2CN(C(=O)CCn2cnnn2)C3C)c1 (centres undefined)	-7

As entered above.
Result for OCC#CCSc1ncnn1-c1ccccc1 in mcGAS RapidFire: 1
Result for CCCN(Cc1cnn(C)c1)S(=O)(=O)/C=C/c1ccccc1 in mcGAS RapidFire: -11
Result for O=C(C1CCC(O)CC1)N1CCCC(CCc2ccc(F)cc2)C1 (centres undefined) in mcGAS RapidFire: 8
Result for Cc1ccc(F)cc1NC(=O)N1CCCC(O)(CN(C)C)CC1 (centres undefined) in mcGAS RapidFire: -11
Result for CCC(CC)n1ncc(C)c1NC(=O)C(=O)c1ccco1 in mcGAS RapidFire: -9
Result for CCn1ncnc1-c1c(-c2ccccc2)ncn1CCc1nc(C(C)C)no1 in mcGAS RapidFire: -11
